GAA inhib: qHTS Assay for Inhibitors of Human alpha-Glucosidase as a Potential Chaperone Treatment of Pompe Disease; Potency, µM (doses to about 76.9 µM), for inactives: at the highest dose activity change, negative = inhibition, most hits filed as inhibitors; 200,000 compounds, 0.005% hits; AID 1466, 2008; purified human GAA, 4-MU-alpha-glucoside fluorescence;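 also: potency is read from the fitted curve at half-maximal effect; plate controls were uninhibited enzyme wells for no effect and no-enzyme background for full effect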
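Fluorogenic assay: 4 nM human alpha-glucosidase with 400 uM 4-methylumbelliferyl-alpha-D-pyranoside in 50 mM citrate/phosphate, 0.005% Tween-20, pH 5.0, 20 min at room temperature. Compounds tested up to 77 uM; AC50 from Hill fits.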
CBFb-RUNX1 inh: qHTS Assay for Compounds Blocking the Interaction Between CBF-beta and RUNX1 for the Treatment of Acute Myeloid Leukemia; AlphaScreen CBFb-His/RUNX1-biotin binding, biochemical; Potency, µM (top dose mostly 59.8 µM), for the others: at the top dose activity, negative = inhibition, hits mostly inhibitors; AID 1477, 2009; 230,000 tested, under 10 active; also: % of control where 0% means no effect
Target sequence (Q01196 whole entry, looked up): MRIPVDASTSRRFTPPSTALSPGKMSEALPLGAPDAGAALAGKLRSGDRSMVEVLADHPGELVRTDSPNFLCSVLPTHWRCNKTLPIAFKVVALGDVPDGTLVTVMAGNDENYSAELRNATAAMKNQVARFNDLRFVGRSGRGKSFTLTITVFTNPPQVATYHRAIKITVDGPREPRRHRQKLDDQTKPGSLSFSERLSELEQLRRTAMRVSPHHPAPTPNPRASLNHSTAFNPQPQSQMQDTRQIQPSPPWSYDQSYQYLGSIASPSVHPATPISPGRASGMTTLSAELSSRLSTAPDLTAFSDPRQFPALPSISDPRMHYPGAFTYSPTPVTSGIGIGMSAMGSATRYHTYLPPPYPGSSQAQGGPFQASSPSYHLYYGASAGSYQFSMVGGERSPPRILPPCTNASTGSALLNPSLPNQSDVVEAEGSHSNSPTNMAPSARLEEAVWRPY
Target sequence (Q13951 whole entry, looked up): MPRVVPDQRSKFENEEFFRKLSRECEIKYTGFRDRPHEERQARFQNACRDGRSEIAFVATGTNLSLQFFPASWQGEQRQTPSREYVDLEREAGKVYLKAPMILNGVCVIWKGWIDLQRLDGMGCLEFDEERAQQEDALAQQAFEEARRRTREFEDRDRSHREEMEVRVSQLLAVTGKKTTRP
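Bead-based AlphaScreen assay; binding partners His-tagged CBF-beta and biotinylated RUNX1 at 30 nM each. Compound exposure 15 min after a 20-min protein preincubation; bead step 90 min; all steps at room temperature.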
HTT aggregate: qHTS Multiplex Assay to Identify Dual Action Probes in a Cell Model of Huntington: Aggregate Formation (GFP) | AID 1688, 2009 | Potency, µM (doses to about 46.1 µM), for the others: top-dose activity change, negative = inhibition, usual class: inhibitors | 220,000 compounds, 1.1% hits | PC12 HttQ103-GFP aggregates, Acumen cytometry, 40 h; also: potency is read from the fitted curve at half-maximal effect; % is scaled to controls: 0 for no effect and ±100 for the full control effect; nearly all actives have a fitted effect of over 60% in size
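Multiplexed with ATP-based cell death, this channel scores GFP aggregates in PC12 cells expressing inducible HTTex1-Q103-GFP. Induction used 100 nM tebufenozide; compounds were tested in concentration series.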
Lamin A splicing: qHTS Assay for Modulators of Lamin A Splicing; HeLa LMNA splicing GFP/RFP minigene ratio, 48 h; Potency, µM (titrated, usually from 46.1 µM), inactives show at the top dose ratio change, negative = inhibition, actives largely listed as inhibitors; 200,000 compounds, 0.01% hits; AID 1487, 2009; active = well fitted inhibition curve with a large enough effect in the signal ratio, with a control signal flat, not every such curve was filed as active; inconclusive = small, poorly fitted or top-dose-only effect, or effect the other way, or a change in a side signal; the % refers to the signal ratio; also: potency is read from the fitted curve at half-maximal effect; % is scaled to controls: 0 for no effect and ±100 for the full control effect
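Read-out is the ratio of GFP to DsRed2 object intensity, acquired by 488 nm laser-scanning cytometry on HeLa lamin A-EGFP minigene reporter cells. Compound incubation 48 hrs at 37 °C in Opti-MEM with 2% FBS; DMSO 0.5% final.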
HTT ATP protect: qHTS Multiplex Assay to Identify Dual Action Probes in a Cell Model of Huntington: Cytoprotection (ATP) | PC12 HTT-Q103 induced, cytoprotection, ATP luminescence, 40 h | Potency, µM (series often up to 56.4 µM), inactives show cytoprotection (ATP increase), usual class: activators | 230,000 compounds, 0.14% hits | AID 1471, 2008;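 also: potency is read from the fitted curve at half-maximal effect; % of control where 0% means no effect; nearly all actives have a fitted effect of over 45% in size; toxic huntingtin expression switched on by the ecdysone agonist tebufenozide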
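PC12 cells stably carrying ecdysone-inducible Htt exon 1 (Q103)–GFP were induced with 100 nM tebufenozide (final) alongside library compounds in a dose series. Cytoprotection was scored as retained ATP by ATPlite luminescence.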
GAA glycogen mod: qHTS Assay for Inhibitors and Activators of Human alpha-Glucosidase Cleavage of Glycogen | recombinant GAA, glycogen substrate, Amplex Red glucose oxidase fluorescence | AID 2100, 2009 | 300,000 compounds, 0.38% hits | Lysosomal alpha-glucosidase (Homo sapiens), P10253 | Potency, µM (doses to about 76.4 µM), inactives show top-dose activity change, negative = inhibition, hits mostly inhibitors;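 also: potency is read from the fitted curve at half-maximal effect; 0% = full enzyme reaction and -100% = no-enzyme basal signal; the screen sought inhibitors and activators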
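qHTS, 1536-well; enzyme 4 nM final; cpd up to 77 uM; substrate bovine liver glycogen 30 ug; 50 mM citrate/phosphate pH 5.0, 0.01% Tween-20; 37 C, 40 min; Amplex Red detection 45 min RT; Hill fit → AC50.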
aGlu spleen mod: qHTS Assay for Inhibitors and Activators of Human alpha-Glucosidase From Spleen Homogenate. Potency, µM (top dose mostly 79.9 µM), without a hit: at the top dose activity change, negative = inhibition, actives largely listed as inhibitors. human spleen homogenate, 4-MU-alpha-glucoside fluorescence. Lysosomal alpha-glucosidase (Homo sapiens), P10253. 240,000 compounds, 0.006% hits;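 also: potency is read from the fitted curve at half-maximal effect; 0% = enzyme with vehicle and -100% = no enzyme basal signal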
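Enzyme source: human spleen homogenate, 1 ug/well. Buffer 50 mM citric acid/K phosphate pH 5.0, 0.01% Tween-20. 4-MU-alpha-glucoside 1 mM; 37 C x 40 min; NaOH/glycine stop; fluorescence.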
Starred values were filed as active, the others as inactive; ? = inconclusive; / = not tested or not shown; & = joins results of further samples; [ ] = remark or other dose. Unless noted, calls follow the shape of the dose curve; as a rule, active = well fitted curve in the direction sought with a large enough effect; inconclusive = small, poorly fitted or top-dose-only effect, or another doubt; inactive = no such curve, though single readings can be large; an effect the other way counts as inactive or inconclusive.

#	mol	GAA inhib	CBFb-RUNX1 inh	HTT aggregate	Lamin A splicing
1	COc1ccc(C(c2nnnn2C2CCCC2)N2CCC(C)CC2)c(OC)c1 (stereo not drawn)	?	3%	?	21%
2	CC(=O)Nc1ccc(N2C(=O)CCC2=O)cc1C	1%	-4%	10%	5%
3	S=C(NCC1CCCO1)Nc1ccc(Cl)c(Cl)c1 (stereo not drawn)	5%	14%	-5%	?
4	C=C1C(C(=O)N2CCN(C)CC2)C1C(=O)N1CCN(C)CC1 (stereo not drawn)	5%	-3%	-7%	3%
5	NC(N)=NCCC[C@H](NC(=O)[C@@H](N)Cc1ccc(O)cc1)C(=O)O	/	11%	/	/
6	CCCCCn1c(CN2CCN(c3cccc(Cl)c3)CC2)nc2c1c(=O)n(C)c(=O)n2C	?	-3%	?	?
7	CC1CN(C(=O)C2CCCCC2)C(C)CN1C(=O)C1CCCCC1 (stereo not drawn)	-5%	14%	-11%	-3%
8	CCCCc1cc2c(cn1)=C(OC(=O)c1ccc(Cl)nc1)C(C)(OC(=O)CC)C(=O)C=2 (stereo not drawn)	/	0%[13.1 µM]	/	4%[9.22 µM]

#	HTT ATP protect	GAA glycogen mod	aGlu spleen mod
1	16%[10 µM]	-1%	-3%
2	11%	-1%	-2%
3	-23%	-8%	-3%
4	10%[0.074 µM]	14%	0%
5	-14%	/	1%
6	-14%[0.074 µM]	-11%	-1%
7	-5%[0.074 µM]	-4%	0%
8	5%[10 µM]	/	11%[17.4 µM]

Next part:
#	mol	GAA inhib	CBFb-RUNX1 inh	HTT aggregate	Lamin A splicing
9	Cc1ccccc1Cn1ccc(-c2ccc(Cl)cc2)c(C#N)c1=O	9%	6%	2%	-1%
10	CCCCn1c(SCC(=O)N2CCN(c3ccccc3)CC2)nc2ccsc2c1=O	-1%	-7%	2%	?
11	Nc1c(C(=O)NC2CCCCC2)c2nc3ccccc3nc2n1/N=C/c1ccco1	9%	8%	-7%	4%
12	COc1ccccc1N1CCN(C(=O)/C=C/c2cccs2)CC1	9%	0%	?	0%
13	CCCCNc1ccc(S(=O)(=O)c2cccc([N+](=O)[O-])c2)cc1[N+](=O)[O-]	2%	?	-11%	?
14	COc1ccc(C(=O)OCC(=O)N2C(C)CCCC2C)cc1[N+](=O)[O-] (stereo not drawn)	8%	8%	3%	-5%[46 µM]
15	Fc1cc(F)c2nc(N3CCCC3)sc2c1	1%	-1%	-8%	/
16	COc1cc(-c2noc(CCCC(=O)Nc3cccnc3)n2)cc(OC)c1OC	/	10%	-9%[9.22 µM]	/

#	HTT ATP protect	GAA glycogen mod	aGlu spleen mod
9	17%[10 µM]	3%	-22%
10	1%[0.074 µM]	-10%	-6%
11	25%	0%	5%
12	-7%[10 µM]	0%	4%
13	-22%[10 µM]	5%	-1%
14	-22%	-17%	3%
15	-28%	4%	0%
16	-14%[10 µM]	0%	1%

The listing continues.
#	mol	GAA inhib	CBFb-RUNX1 inh	HTT aggregate	Lamin A splicing
17	O=C(O)CC/C(=N/Nc1ncc(C(F)(F)F)cc1Cl)C(=O)O	-3%	?	5%	?
18	COc1ccc2[nH]c3c(=O)n(CCCCCC(=O)NCCC(C)C)c(=S)[nH]c3c2c1	-3%	6%	-9%	/
19	CN(c1ccccc1)S(=O)(=O)c1cccc(NC(=O)CN2CCCc3ccccc32)c1	/	-24%	29%[9.22 µM]	/
20	Cc1cc(S(=O)(=O)NC2CCCC2)ccc1F	-11%	-1%	-5%	-3%
21	Cc1ccc2c(C)nc(Nc3nc(CSc4nnc(C)s4)cc(=O)[nH]3)nc2c1	-4%	2%	14%	?
22	CC(=O)c1c(C)[nH]c(C(=O)Nc2cccnc2)c1C	-15%	5%	-23%	5%
23	O=C(NCCc1c[nH]c2ccccc12)c1ccc(S(=O)(=O)NCc2ccco2)cc1	-12%	-13%	-31%	?
24	COc1ccc(CCn2c3c(c(=O)[nH]c2=O)C(NC(=O)c2cccs2)(C(F)(F)F)C(=O)N3)cc1OC (stereo not drawn)	?	-3%	7%	-11%

#	HTT ATP protect	GAA glycogen mod	aGlu spleen mod
17	-6%	18µM*	-2%
18	6%	-9%	5%
19	-2%[10 µM]	-6%	1%
20	-10%	12%	-3%
21	-21%	-4%	-5%
22	-34%	4%	-4%
23	-12%[10 µM]	5%	-7%
24	13%	3%	21%

Other compounds
#	mol	GAA inhib	CBFb-RUNX1 inh	HTT aggregate	Lamin A splicing
25	N/C(=N\OC(=O)c1cc(Br)ccc1Cl)c1ccccn1	-6%	25%	1%	-1%[46 µM]
26	CCN(C(=O)COC(=O)c1ccc(S(=O)(=O)N2CCCc3ccccc32)cc1)C1CCS(=O)(=O)C1 (stereo not drawn)	-13%	10%	12%	-3%[46 µM]
27	Cc1cc(=O)oc2ccc(OC(=O)CN3C(=O)c4cccc([N+](=O)[O-])c4C3=O)cc12	-2%	5%	-17%	-4%
28	CCC(C)OC(=O)n1ccc(C(=O)Nc2nccs2)n1 (stereo not drawn)	-3%	3%	3%	-14%
29	COc1cc(/C=C2/SC(=O)N(Cc3ccccc3)C2=O)ccc1OCc1ccncc1	0%	-2%	16%	9%
30	O=S(=O)(NCc1ccccc1)c1ccc(S(=O)(=O)N(Cc2cccs2)CC2CCCO2)cc1 (stereo not drawn)	0%	-1%	4%	8%
31	COc1ccc(-c2ccc(C(=O)O)o2)c([N+](=O)[O-])c1	-2%	-6%	11%	/
32	O=C(CN1C(=O)CC(c2ccccc2)S(=O)(=O)c2ccccc21)N1CCCCC1 (stereo not drawn)	6%	-4%	-4%	/

#	HTT ATP protect	GAA glycogen mod	aGlu spleen mod
25	/	16%	8%
26	26%[10 µM]	?	15%
27	9%[10 µM]	12%	1%
28	-13%[10 µM]	-4%	-5%
29	10%	-8%	0%
30	10%	2%	2%
31	/	13%	6%
32	25%	-2%	-16%

More entries.
#	mol	GAA inhib	CBFb-RUNX1 inh	HTT aggregate	Lamin A splicing
33	Cn1cc(C(=O)N/N=C/C(Br)=C\c2ccccc2)ccc1=O	-12%	-3%	26%	?
34	O=c1c2ccccc2c(-c2ccc(F)cc2)nn1-c1ccc(C(F)(F)F)cc1	-7%	1%	-1%	-17%
35	O=C(O)[C@@H]1C[C@H](C(=O)O)N1	/	36%&5%	/	?
36	COc1ccc(-c2cc(C(=O)OCC(=O)N(C)C)c3ccccc3n2)cc1	-4%	21%	7%	-12%
37	CO/N=C\[C@@H](C)[C@H](OCc1ccccc1)C(C)C	/	17%[13.1 µM]	/	/
38	CC(C)(C)NC(=O)NC(=O)COC(=O)c1c(F)cccc1Cl	4%	-6%	27%	?
39	S=C1NC2(CCCCC2)Nc2ccccc21	5%	-3%	10%[9.22 µM]	?
40	CCCCC[C@H](O)/C=C/C=C/C/C=C\CCCC(=O)O	/	-7%	/	/

#	HTT ATP protect	GAA glycogen mod	aGlu spleen mod
33	0%	-2%	6%
34	-30%	1%	-9%
35	/	/	5%&23%
36	-40%[10 µM]	3%	0%
37	5%[10 µM]	/	6%[17.4 µM]
38	?	3%	4%
39	-1%[10 µM]	-12%	-1%
40	-25%	/	-11%

Compound profiles (already shown). Order of screens: GAA inhib, CBFb-RUNX1 inh, HTT aggregate, Lamin A splicing, HTT ATP protect, GAA glycogen mod, aGlu spleen mod
S=C1NC2(CCCCC2)Nc2ccccc21 is listed as 5%, -3%, 10%[9.22 µM], ?, -1%[10 µM], -12%, -1%
O=c1c2ccccc2c(-c2ccc(F)cc2)nn1-c1ccc(C(F)(F)F)cc1 is listed as -7%, 1%, -1%, -17%, -30%, 1%, -9%
CO/N=C\[C@@H](C)[C@H](OCc1ccccc1)C(C)C is listed as /, 17%[13.1 µM], /, /, 5%[10 µM], /, 6%[17.4 µM]

New compounds follow:
#	mol	GAA inhib	CBFb-RUNX1 inh	HTT aggregate	Lamin A splicing
41	COc1ccc(C(=O)/C=C/c2ccccc2C(F)(F)F)cc1	2%	4%	11%	?
42	C=CCN=C(C)C1=C(O)C(C)OC1=O (stereo not drawn)	-3%	-1%	-1%	1%
43	Cc1nn2c(CN(C(=O)COc3ccccc3)c3ccccc3)nnc2c2ccccc12	-5%	0%	-3%	-5%
44	Cc1ccc(-c2nnc(N3CC(C)OC(C)C3)c3ccccc23)cc1 (stereo not drawn)	?	-11%	-28%	?
45	COC(=O)CSc1nnc(CNC(=O)c2cccs2)n1-c1cc(OC)ccc1OC	-3%	6%	?	2%
46	COc1ccc2[nH]c(C)c(CCN(Cc3cccs3)C(=S)Nc3cccc(F)c3)c2c1	-10%	-22%	?	-26%

#	HTT ATP protect	GAA glycogen mod	aGlu spleen mod
41	-11%	-12%	-6%
42	-23%[10 µM]	2%	6%
43	31%[10 µM]	5%	-6%
44	-6%[10 µM]	-3%	-8%
45	-26%	-7%	9%
46	25%[10 µM]	-13%	-11%

Individual results from the entries so far.
S=C(NCC1CCCO1)Nc1ccc(Cl)c(Cl)c1 (stereo not drawn) @ aGlu spleen mod = -3%
COc1cc(/C=C2/SC(=O)N(Cc3ccccc3)C2=O)ccc1OCc1ccncc1 @ HTT ATP protect = 10%
Nc1c(C(=O)NC2CCCCC2)c2nc3ccccc3nc2n1/N=C/c1ccco1 @ GAA glycogen mod = 0%
C=CCN=C(C)C1=C(O)C(C)OC1=O (stereo not drawn) @ CBFb-RUNX1 inh = -1%
CC(=O)Nc1ccc(N2C(=O)CCC2=O)cc1C @ Lamin A splicing = 5%

Compound activity as filed in PubChem.
